Bioassay records deposited in PubChem by National Center for Advancing Translational Sciences (NCATS).
PLK1 PBD inh – PLK1 (human) polo-box domain binding inhibition. Potency, µM, without a hit: max response, negative = inhibition, hits mostly inhibitors. AID 720504. 2.8% of 360,000 active. P53350. Plk1 PBD binding of FITC phosphopeptide, fluorescence polarization; note: potency is the fitted concentration of half-maximal effect; series mostly up to about 57 µM; % is set by controls: 0 for no effect and ±100 for the full control effect; nearly all actives have a fitted effect of over 65% in size
GLP-1R inv ag – inverse agonists of human GLP-1 receptor. P43220. HEK293 GLP-1R CRE-luciferase, luminescence, 24 h; GLP-1R form is constitutively active. Potency, µM (doses to about 38.3 µM), inactives show at the top dose activity change, negative = inhibition, hits mostly inhibitors. 1.6% of 410,000 active. AID 624417; note: potency is the fitted concentration of half-maximal effect; % is set by controls: 0 for no effect and ±100 for the full control effect; nearly all actives have a fitted effect of over 55% in size
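Stable HEK293 clone (constitutively active GLP-1R + cAMP-response luciferase); 200 cells/uL plated, 12 h pre-culture, compound 24 hr, 37 deg C/5% CO2; detection reagent 12 min RT; luminescence.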
PI5P4Ka inh – blocks human PI5P4K alpha kinase activity; PI5P4Kalpha enzyme, ADP-Glo luminescence, 60 min; hits give low values; max response, %; 1.2% of 330,000 active; active = max response of -50% or lower; inconclusive = between -30% and -50%; inactive = -30% or higher; note: value at the top dose of about 77 µM; % is set by controls: 0 for no effect and ±100 for the full control effect
Target sequence (P48426 whole entry, looked up): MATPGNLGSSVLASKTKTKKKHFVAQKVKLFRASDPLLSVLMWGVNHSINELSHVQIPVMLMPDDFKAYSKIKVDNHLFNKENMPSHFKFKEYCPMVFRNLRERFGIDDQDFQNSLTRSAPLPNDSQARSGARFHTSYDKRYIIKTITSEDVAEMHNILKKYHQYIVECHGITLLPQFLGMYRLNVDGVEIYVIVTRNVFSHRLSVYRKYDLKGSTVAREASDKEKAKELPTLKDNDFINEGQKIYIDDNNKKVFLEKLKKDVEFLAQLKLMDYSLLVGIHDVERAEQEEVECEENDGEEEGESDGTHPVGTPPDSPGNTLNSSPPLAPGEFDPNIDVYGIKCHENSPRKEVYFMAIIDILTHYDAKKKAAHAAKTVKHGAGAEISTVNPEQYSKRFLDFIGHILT
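PI5P4Kalpha ADP-Glo assay; 5 microM ATP final; 60 min RT reaction; HEPES pH 7.4/EGTA/CHAPS, 5% DMSO; controls lacking substrate or enzyme; luminescent end-point.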
D3 antag – D3 dopamine receptor (human) antagonism | P35462 | D3R cells, DiscoveRx beta-arrestin luminescence, antagonist mode; hits give low values | max response, negative = inhibition, % | 2.5% of 360,000 active | AID 652054; in the data active = max response below about -50%; inconclusive = no clear call, values can overlap the other calls; note: % is set by controls: 0 for no effect and ±100 for the full control effect; mostly tested at two doses, the higher about 12 µM
Target sequence (P35462 whole entry, looked up): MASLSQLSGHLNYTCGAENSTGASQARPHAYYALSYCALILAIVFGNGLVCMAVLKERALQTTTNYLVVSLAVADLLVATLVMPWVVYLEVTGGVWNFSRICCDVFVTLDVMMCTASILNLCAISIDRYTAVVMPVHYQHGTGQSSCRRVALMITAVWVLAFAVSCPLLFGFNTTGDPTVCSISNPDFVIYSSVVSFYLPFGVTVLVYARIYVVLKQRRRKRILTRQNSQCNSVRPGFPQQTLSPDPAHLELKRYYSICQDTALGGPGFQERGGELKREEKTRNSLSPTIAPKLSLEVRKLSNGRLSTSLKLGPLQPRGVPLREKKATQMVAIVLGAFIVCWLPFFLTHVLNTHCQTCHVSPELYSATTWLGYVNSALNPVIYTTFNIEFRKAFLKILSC
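Cells expressing the human receptor were seeded at 1500 cells/well, incubated overnight at 37 degrees C in 5% CO2, then exposed to library compounds with dopamine controls for 90 minutes at 37 degrees C before luminescent detection.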
GLP1R ag – GLP-1 receptor (human) agonism; 0.007% of 380,000 active; P43220; AID 624172; Potency, µM (top dose mostly 45.6 µM), for inactives: at the top dose activation, usual class: activators; HEK293 GLP-1R CRE-luciferase, luminescence, 4-6 h; cells express a hypersensitive GLP-1R form; note: potency is the fitted concentration of half-maximal effect; % of control where 0% means no effect
D3 ag – activates the human D3 dopamine receptor. 0.58% of 410,000 active. max activation, %. P35462. D3R DiscoveRx beta-arrestin cells, luminescence, 90 min; in the data active = max activation above about 30%; note: 0% is about no effect; mostly tested at two doses, the higher about 12 µM
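Cells at 1500/well, incubated overnight, then treated with pinned compounds (dopamine as control) for 90 min at 37 degrees C. DiscoveRx reagent added for 30 - 60 minutes at room temperature; luminescence read.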
HEK293 tox – cytotoxic in the GLP-1 receptor inverse agonist counter-screen | 0.13% of 410,000 active | HEK293 cAMP-luciferase reporter cells, luminescence, 24 h | Potency, µM (doses to about 38.3 µM), for inactives: at the highest dose activity change, negative = inhibition, most hits filed as inhibitors | AID 624418;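 note: loss of luciferase light is scored as toxicity; potency is the fitted concentration of half-maximal effect; % is set by controls: 0 for no effect and ±100 for the full control effect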
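Luminescence readout: signal drop marks cytotoxicity. Plated cells grew 12 h at 37 °C, 5% CO2, received 23 nL compound for 24 h, then got luciferase reagent, read after 12 min at RT.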
IL-2 act – IL-2 activation; IL-2 activation reporter assay, cell-based qHTS; stimulated with anti-CD3/CD4/CD28 beads; in transgenic mouse T cells; activation, % (series mostly up to about 46 µM); 0.065% of 360,000 active; in the data active = activation above about 50%; inconclusive = mostly about 30% to 49%; note: 0% is about no effect
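Unstimulated transgenic mouse T cells; 60-min compound exposure; bead-based TCR/CD4/CD28 stimulation; 18 h culture, 37 degrees C; dual fluorescence (EGFP, DsRed) plate cytometry.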
WRN helicase inh – inhibitors of human WRN helicase; Q14191; WRN helicase unwinding, fluorescent forked duplex, kinetic; Potency, µM (highest dose often 114 µM), for the others: at the highest dose activity change, negative = inhibition, usual class: inhibitors; 0.46% of 360,000 active; AID 651768; note: potency is the fitted concentration of half-maximal effect; % is set by controls: 0 for no effect and ±100 for the full control effect; nearly all actives have a fitted effect of over 55% in size
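WRN at 20 nM final preincubated with compound 15 min at room temperature; reaction started with 100 nM fluorophore/quencher forked duplex oligonucleotide and 2 mM ATP final. Unwinding followed kinetically by red fluorescence (ex 525, em 598 nm).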
The depositor's hits bear a star; ? = inconclusive; . = no result given; & = joins results of further samples; [ ] = dose if it differs, or a comment. Unless noted, calls come from the whole dose curve; as a rule, active = well fitted curve in the direction sought with a large enough effect; inconclusive = small, poorly fitted or top-dose-only effect, or another doubt; inactive = no such curve, though single readings can be large; an effect the other way counts as inactive or inconclusive.

SMILES | PLK1 PBD inh | GLP-1R inv ag | PI5P4Ka inh | D3 antag | GLP1R ag | D3 ag | HEK293 tox | IL-2 act | WRN helicase inh
O=C(COC(=O)c1ccc(NS(=O)(=O)c2ccc3c(c2)OCCO3)cc1)NCC1CCCO1 (stereo unspecified) | -3% | 1% | . | 35 | 2% | 1 | -6% | -0.9 | 11%
CCCCCCN1CCN(C2CN(Cc3cn(Cc4cc(C)cc(C)c4)nn3)S(=O)(=O)C2)CC1 (stereo unspecified) | 3% | 13% | 3 | 0 | 3% | -4 | -5% | -0.1 | -2%
O=C(c1ccsc1)N1CCCC(N2CCOCC2)C1 (stereo unspecified) | -6% | -5% | -2 | 6 | -5% | 2 | -9% | 0.6 | -4%
Cc1nn(CC(=O)N2CCC(C)CC2)c(=O)c2cccn12 | -2% | 10% | -2 | -7 | -2% | -2 | -10% | 1.7 | -8%
CN1CCN(CCCCOc2ccccc2-c2ccccc2)CC1 | -11% | ? | 1 | -71* | 2% | -10 | 9% | -2.0 | -1%
Cc1ccc(C)c(OCCC(=O)NNC(=O)c2cc(C)oc2C)c1 | 1% | -17% | -1 | -4 | 5% | 8 | 3% | -0.5 | -1%
O=C(COc1ccccc1Cl)c1ccc[nH]1 | -4% | 4% | -51* | 11 | 2% | 8 | 2% | -0.4 | -11%
Cc1ccsc1/C=N/NC(=O)c1nnn(-c2nonc2N)c1-c1ccc2c(c1)OCO2 | -10% | ? | -8 | -26 | -5% | -8 | 1% | -2.6 | 0%
COCCNC(=O)C(c1ccc(OC)cc1)N(C(=O)Cn1nnc2ccccc21)c1cccnc1 (stereo unspecified) | -1% | -8% | 1 | 8 | 0% | 14 | -22% | 0.7 | -4%
COc1ccccc1C1/C(=C(\O)c2ccc3c(c2)OCCO3)C(=O)C(=O)N1CCCn1ccnc1 (stereo unspecified) | 0% | 14% | -4 | 16 | -2% | -11 | 5% | 2.1 | 9%
Cc1cc(Oc2ccc(=O)n(C)n2)nc(Oc2ccc(=O)[nH]n2)n1 | -8% | 13% | -4 | 10 | -5% | -8 | -3% | 0.9 | 0%
Cc1nc(C)c(-c2ccc(SCc3cccc(F)c3)nn2)s1 | -23% | -20% | 4 | 3 | 20% | -3 | 5% | 0.4 | 1%
Cc1ccc(-c2cc(C(=O)NCCN3CCOCC3)c3ccccc3n2)o1 | -13% | 9% | -3 | 14 | -5% | 4 | 87%[activator] | -2.5 | -5%
BrC(=C\c1ccccc1)/C=N/N1CCN(c2ccccc2)CC1 | -26% | 32%[activator] | 0 | -21 | 4% | -8 | ? | -2.8 | -11%
Cc1ccc(NC(=O)C2=C(O)CCn3c2nc2ccccc23)cc1 | -4% | 0% | . | -23 | 0% | -6 | -22% | -0.7 | -6%[57.1 µM]
S=C(NNc1nc(Nc2ccccc2)nc(N2CCCCC2)n1)NC1CCCCC1 | -8% | ? | 1 | -10 | 7% | 1 | 9%[7.66 µM] | 1.2 | -11%
CC(=O)Nc1ccc(N=Nc2ccccc2)cc1 | -5% | ? | -3 | 0 | -2% | 2 | -29% | 0.6 | -4%
CCOC(=O)Cc1csc(NC(=O)c2ccco2)n1 | -4% | 3% | . | 2 | 18% | -4 | 6% | 1.1 | -7%
Cc1nc(N2CCN(c3ccccc3)CC2)nc2c1C(=O)CC(C)C2 (stereo unspecified) | -3% | -5% | 4 | 57 | -9% | 2 | -36% | -0.8 | 4%
Clc1ccc(COn2nnc3ccccc32)c(Cl)c1 | ? | ? | 1 | -10 | 6% | -1 | 18% | -0.3 | 10%
CCCCn1c(C(C)NC(=O)c2cccs2)nc2ccccc21 (stereo unspecified) | 1% | 0% | -5 | -9 | -1% | -2 | 4% | -3.2 | 0%
Cn1c(SCc2c(F)cccc2Cl)nc2ccccc2c1=O | -12% | 3% | 17 | -4 | -4% | 4 | -1% | -0.2 | 6%
Cc1ccc(NC(=O)COc2ccc(/C=C3/SC(=Nc4ccccc4)N(Cc4cccnc4)C3=O)cc2)cc1 | 19% | 2% | -9 | 52 | -8% | 0 | -5% | 0.0 | 7%
O=C(Oc1cccnc1)c1ccc(Cl)cc1 | 1% | 0% | 0 | 0 | -10% | 3 | 2% | -0.4 | 5%
O=C(CN1CCCCC1)NNC(=O)c1ccc([N+](=O)[O-])cc1 | -7% | -1% | 2 | 25 | -6% | 0 | -19% | -0.3 | 4%

The final 4 records of the part above open the next one.
SMILES | PLK1 PBD inh | GLP-1R inv ag | PI5P4Ka inh | D3 antag | GLP1R ag | D3 ag | HEK293 tox | IL-2 act | WRN helicase inh
Cn1c(SCc2c(F)cccc2Cl)nc2ccccc2c1=O | -12% | 3% | 17 | -4 | -4% | 4 | -1% | -0.2 | 6%
Cc1ccc(NC(=O)COc2ccc(/C=C3/SC(=Nc4ccccc4)N(Cc4cccnc4)C3=O)cc2)cc1 | 19% | 2% | -9 | 52 | -8% | 0 | -5% | 0.0 | 7%
O=C(Oc1cccnc1)c1ccc(Cl)cc1 | 1% | 0% | 0 | 0 | -10% | 3 | 2% | -0.4 | 5%
O=C(CN1CCCCC1)NNC(=O)c1ccc([N+](=O)[O-])cc1 | -7% | -1% | 2 | 25 | -6% | 0 | -19% | -0.3 | 4%
COC(=O)c1cc(NC(=O)c2cc(C(C)(C)C)nn2Cc2ccc(F)cc2)ccc1N1CCOCC1 | 4% | 3.5µM* | 3 | 52 | -2% | 2 | -27% | -1.0 | -8%
COc1ccc(NC(=O)c2[nH]c(C)c(C(C)=O)c2C)cc1S(=O)(=O)N1CCOCC1 | -3% | 30%[activator] | 0 | 9 | -29% | 8 | 0%[1.53 µM] | 1.2 | -20%[57.1 µM]
CCN(CC)CCNCC(=O)Nc1ccc(Oc2ccccc2)cc1 | -10% | ? | -2 | 5 | -6% | -3 | 13% | 0.0 | -1%
O=C(NCCO)c1cccc(S(=O)(=O)N2CCCCC2)c1 | -11% | -25% | . | -21 | 0% | -9 | 18% | -0.9 | -5%[57.1 µM]
Cc1cccc(C)c1OCc1cc(C(=O)N2CCN3CCCC3C2)no1 (stereo unspecified) | 1% | -28% | 1 | 3 | 1% | 2 | -5% | 0.1 | -7%
COc1ccccc1/C=C/C(=O)N1CCC(c2ccccc2)C1 (stereo unspecified) | -9% | ? | -4 | -6 | 18% | 0 | -21% | 1.4 | -1%
COc1ccc(S(=O)(=O)N2CCN(C(=O)CCSc3ccccc3)CC2)cc1 | -5% | -12% | 0 | 13 | 2% | 4 | 4% | 0.3 | -3%
O=C(OCC(=O)N1CCCc2ccccc21)c1ccc(C(F)(F)F)cc1 | -9% | ? | 0 | -6 | 13% | -10 | 15% | -1.1 | -16%
CC1CCc2sc(C(=O)N/N=C/c3ccc(O)cc3)cc2C1 (stereo unspecified) | -10% | ? | -13 | -11 | 0% | -7 | -15% | -3.0 | -9%
COc1ccccc1C(CNC(=O)c1cccc(S(=O)(=O)NCc2ccccc2)c1)N(C)C (stereo unspecified) | -3% | -28% | 12 | -22 | 1% | -14 | 0% | 3.1 | 7%
CN[C@H](CC(=O)O)C(=O)O | -13% | -7% | 0 | ? | -4% | -3 | -1% | 1.9 | 4%
O=c1[nH]c(NNC(=S)NC2CCCCC2)nc2c1C1(CCCC1)Cc1ccccc1-2 | -4% | -19% | 1 | -1 | 0% | -13 | -5% | -0.7 | -10%
CC(=O)c1cccc(NC(=O)C(OC(=O)c2ccccc2NS(=O)(=O)c2cccs2)c2ccccc2)c1 (stereo unspecified) | -6% | ? | 5 | 2 | -3% | 6 | -17% | 0.0 | -16%
COc1cccc(Sc2cc(N3CCOCC3)nc(-c3ccccc3)n2)c1 | -2% | ? | 21 | 34 | 14% | 8 | 52%[activator] | -1.0 | -9%
N#Cc1ccsc1NC(=O)CN1CCCCC1 | -2% | 5% | -8 | -12 | 3% | 6 | 5% | -2.2 | -11%
COC(=O)CCC(=O)N1CCCC(CO)(Cc2ccccc2F)C1 (stereo unspecified) | -10% | 12% | 0 | -24 | -6% | -3 | 4% | -0.6 | 5%
CCC(=O)c1c(NCCc2ccccc2)cc(C)oc1=O | -8% | -16% | 5 | 5 | 17% | -1 | 20% | 0.9 | -5%
COCCNC(=O)Cn1cc(S(=O)(=O)N2CCN(c3ccccc3F)CC2)c2ccccc2c1=O | -6% | 7% | -6 | -6 | 11% | 8 | -5% | -0.1 | 8%
Cc1ccc(NC(=O)CSc2nnc3ccc(-c4cccnc4)nn23)cc1 | 0% | 76%[activator] | 0 | 1 | 17% | 4 | 0% | 1.2 | -11%
Cc1cc(OCc2cc(C(=O)NCc3csc(C(C)C)n3)no2)cc(C)c1Cl | 3% | ? | 21 | -10 | -3% | 0 | 4% | -4.7 | -24%
COc1ccccc1C(CC(=O)Nc1ccc(C)c(C)c1)c1ccc(OC(C)C)cc1 (stereo unspecified) | -1% | ? | 2 | -2 | 6% | 7 | 2% | -4.4 | -1%
CCOC(=O)c1c(-c2ccc(C)o2)csc1NC(=O)CSc1nncs1 | ? | 23% | . | -11 | 5% | -2 | 3% | -1.0 | -16%
O=C(NCC1CCCO1)C(c1ccncc1)N(Cc1cccs1)C(=O)CN1C(=O)c2ccccc2S1(=O)=O (stereo unspecified) | -3% | -3%[7.66 µM] | -1 | 14 | 8% | 3 | 2%[7.66 µM] | -0.1 | -9%
Cc1cc(C)n(-c2nncn2/N=C/c2ccccc2F)n1 | 0% | 7% | 0 | 7 | -2% | 1 | -20% | -1.6 | 1%
O=C(c1cc(-c2cccs2)nc2ccccc12)N1CCN(S(=O)(=O)c2cccc(F)c2)CC1 | 7%&-2% | ? | 5 | 54 | -16% | 2 | 3% | 1.0 | -5%
O=C(CCCn1c(=O)c2sccc2n(CC(=O)NCc2ccco2)c1=O)NCc1ccco1 | -3% | 1% | . | -16 | 4% | 1 | -13% | 0.8 | -11%[11.6 µM]
CC(C)CN(C(=O)CC1OC(=O)c2ccccc21)c1c(N)n(Cc2ccccc2)c(=O)[nH]c1=O (stereo unspecified) | -4% | 4% | -1 | -3 | -6% | -1 | 15% | -0.2 | -18%
Cc1ccc(Nc2nc(-c3ccccc3)cs2)nc1 | -3% | ? | 10 | 127 | 0% | 1 | -14% | 1.2 | 3%
